# SENP6 inh = SENP6 protease inhibitors, primary screen, biochemical, luminescence, uHTS; Sentrin-specific protease 6 (Homo sapiens), Q9GZR1; Recombinant SENP6 catalytic domain, aminoluciferin luminescence; inhibition, % at 10 µM; 1.8% of 330,000 active; AID 2599, 2010;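 active = inhibition above about 50% at the single tested dose, limit read from the data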;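 also: plate controls were DMSO wells with enzyme for no effect and DMSO wells lacking enzyme for full effect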
# Target sequence (Q9GZR1 628-1112 limits assumed): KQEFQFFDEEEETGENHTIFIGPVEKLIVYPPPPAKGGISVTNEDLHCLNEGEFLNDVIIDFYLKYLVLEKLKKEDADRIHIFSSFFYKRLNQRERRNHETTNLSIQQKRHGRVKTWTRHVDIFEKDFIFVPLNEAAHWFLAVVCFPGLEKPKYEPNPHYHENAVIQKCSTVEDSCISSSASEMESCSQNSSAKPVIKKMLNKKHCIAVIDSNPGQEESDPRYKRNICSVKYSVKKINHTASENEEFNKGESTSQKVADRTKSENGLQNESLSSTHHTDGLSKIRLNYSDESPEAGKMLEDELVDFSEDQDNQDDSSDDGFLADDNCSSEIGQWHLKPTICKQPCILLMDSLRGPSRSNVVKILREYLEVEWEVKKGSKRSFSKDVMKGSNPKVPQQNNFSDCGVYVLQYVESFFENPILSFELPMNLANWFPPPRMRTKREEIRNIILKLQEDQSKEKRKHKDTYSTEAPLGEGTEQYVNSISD
# PfG6PD inh = PfG6PD enzyme inhibitors, primary screen, biochemical, fluorescence intensity, uHTS; glucose-6-phosphate dehydrogenase-6-phosphogluconolactonase (Plasmodium falciparum 3D7); PfGluPho enzyme, NADPH resazurin-diaphorase fluorescence; inhibition, % at 20 µM; 0.78% of 350,000 active;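 active = inhibition reaching at least a set limit at 20 µM in the primary screen, cut at about 59% in these data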;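 also: 0% = DMSO wells with substrate and 100% = DMSO wells lacking glucose-6-phosphate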
# hIAP activ = human IAP activators, primary screen, biochemical, luminescence, uHTS; Intestinal-type alkaline phosphatase (Homo sapiens), P09923; AID 2524, 2010; activation factor at 10 µM; 0.16% of 330,000 active; purified human IAP, CDP-Star luminescence, 30 min; stronger effect = higher value; 1 = vehicle-only enzyme, 0 = enzyme-free background;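 active = activation factor of the enzyme at least 2-fold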; also: the source names both 10 and 20 µM as test concentration; values of inactives mirror those of a sister screen read the other way
# SENP8 inh = human SENP8 protease inhibitors, primary screen, biochemical, fluorescence, Nedd8 protein substrate, uHTS; inhibition, % at 20 µM; 0.64% of 360,000 active; Sentrin-specific protease 8 (Homo sapiens), Q96LD8; recombinant SENP8; in the data active = inhibition mostly above about 40%, no sharp cut-off; inactive = mostly below about 27%
# ATG4B inh = ATG4B protease inhibitors, primary screen, biochemical, fluorescence, uHTS | AID 504462, 2011 | inhibition, % at 8.33 µM | ATG4B cleavage of LC3-PLA2, NBD-HPC fluorescence, 1 h | Cysteine protease ATG4B (Homo sapiens), Q9Y4P1 | 0.51% of 340,000 active; in the data active = inhibition above about 40%
# Target sequence (Q9Y4P1 whole entry, looked up): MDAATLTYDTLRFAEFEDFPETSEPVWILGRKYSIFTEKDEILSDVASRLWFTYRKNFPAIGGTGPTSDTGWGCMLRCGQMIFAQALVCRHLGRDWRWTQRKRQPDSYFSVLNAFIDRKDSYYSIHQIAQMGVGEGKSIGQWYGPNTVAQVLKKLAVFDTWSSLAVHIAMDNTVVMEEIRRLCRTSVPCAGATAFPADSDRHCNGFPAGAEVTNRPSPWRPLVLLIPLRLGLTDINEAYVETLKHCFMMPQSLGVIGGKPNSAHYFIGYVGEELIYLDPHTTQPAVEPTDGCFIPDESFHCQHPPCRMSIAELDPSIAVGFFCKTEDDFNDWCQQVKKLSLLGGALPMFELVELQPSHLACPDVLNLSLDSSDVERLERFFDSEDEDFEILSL
# MPTP block = mitochondrial permeability transition pore inhibitors, primary screen, biochemical, isolated mouse mitochondria, absorbance; 1.4% of 360,000 active; inhibition, % at 10 µM; AID 602449, 2012; Ca2+ swelling absorbance, 30 min;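 active = inhibition of 50% or more, scaled per plate between neutral and stimulator controls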;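 also: 0% = DMSO wells given calcium and 100% = 1 mM EGTA wells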
# SENP1 FRET inh = human SENP1 catalytic domain inhibitors, primary screen, biochemical, FRET, uHTS; inhibition, % at 10 µM; recombinant SENP1 catalytic domain, CyPet-SUMO1-YPet FRET cleavage; 0.21% of 360,000 active; Sentrin-specific protease 1 (Homo sapiens), Q9P0U3;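 active = inhibition at least 30% at 10 µM, raw YFP signal under a set limit, fluorescence ratio 0.5 to 1.5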;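 also: 0% = enzyme with DMSO and 100% = no enzyme wells; some results filed as inactive read as strong as hits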
# Target sequence (Q9P0U3 419-644 limits assumed): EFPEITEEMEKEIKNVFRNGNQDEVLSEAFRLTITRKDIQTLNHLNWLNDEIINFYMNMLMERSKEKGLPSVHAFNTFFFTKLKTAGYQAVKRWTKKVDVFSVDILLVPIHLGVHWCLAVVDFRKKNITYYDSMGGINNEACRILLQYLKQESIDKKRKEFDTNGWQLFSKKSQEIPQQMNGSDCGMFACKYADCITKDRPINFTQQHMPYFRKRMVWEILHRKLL
#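 Assay system: hSENP1 catalytic domain, recombinant. Amount: SENP1 enzyme, 20 pM final. Schedule: 50 min reaction, RT, dark. Technique: FRET, CFP and YFP emission. Control set: no-enzyme wells low, DMSO-plus-enzyme wells high control.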
# NR3A LBD binder = binders of NR3A ligand-binding domain, primary screen, biophysical, differential scanning fluorimetry, uHTS. Glutamate receptor ionotropic, NMDA 3A (GRIN3A) ligand-binding domain. NR3A LBD differential scanning fluorimetry, Tm shift; 0% = protein alone, 100% = glycine-bound protein. Tm shift relative to glycine control, % at 25 µM. 2.5% of 340,000 active. AID 1259313, 2017;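 active = melting temperature shift of at least 10% of the positive control shift, at one fixed dose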
# * = called active by the depositor; i = inactive; . = no result given.
SMILES,SENP6 inh,PfG6PD inh,hIAP activ,SENP8 inh,ATG4B inh,MPTP block,SENP1 FRET inh,NR3A LBD binder
CN(C)C(CNC(=O)c1cc(S(=O)(=O)N2CCOCC2)ccc1F)c1cccs1 (stereo not drawn),-2,-12,0.97,8,1,1.0,-2,-1
NC(=O)c1cccc2cc3ccccc3cc12,-1,0,1,-377,3,-0.4,-25,-2
CCOC(=O)/C(C#N)=C/c1c(N2CCCCCC2)nc2ccccn2c1=O,-29,-18,0.89,22,5,1.1,0,0
C=CC[n+]1c(C)csc1Nc1ccc(C(=O)O)cc1,-5,0,1.4,5,-6,0.5,2,2
N#CCN1CCN(CC(=O)c2ccc(Br)cc2)CC1,0,-11,1,3,3,0.2,-3,1
O=C(c1cc(-c2ccco2)nc2ccccc12)N(Cc1nnc(-c2ccc(Cl)cc2)o1)C1CC1,-16,23,0.94,i,-1,-0.3,5,-1
COC(=O)C1CCN(C(=O)COc2ccc(Cl)cc2)CC1,-10,6,0.85,22,1,1.2,1,0
Cc1cccc(-c2cc3c(nn2)-c2ccccc2C3=O)c1,90*,27,0.82,32,9,0.1,1,3
O=C(O)CSc1cc(NS(=O)(=O)c2ccc(Cl)cc2)c2ccccc2c1O,.,109*,.,28,-16,2.1,2,-17
CC1(C)CC(=O)C=C(c2ccc(-c3cccc(C(N)=O)c3)cc2)C1=O,.,-3,.,14,.,-0.2,2,.
COc1ccc(Cc2nnc(SCC(=O)NC3CCCC3)o2)cc1,8,-4,0.96,21,2,-1.2,1,19*
O=S1(=O)CCOC[C@H](Cc2ccccc2)N1Cc1cccc(Cl)c1,-5,6,0.86,6,-9,0.6,2,-3
Cc1cc(C)nc(N2C(=O)CC(Cc3ccccc3)C2=O)n1 (stereo not drawn),0,-14,1,3,2,-0.5,0,-3
CN(CC(=O)Nc1ccccc1C(F)(F)F)C(=O)CSc1nc(N)cc(N)n1,.,8,.,-10,5,-1.7,1,1
C[C@@H](NC(=O)c1[nH]cnc1C(=O)Nc1cccc(Cl)c1)c1ccccc1,4,15,1.5,15,-23,2.9,1,26*
Cc1nc(SCC(=O)NNC(=O)c2cccs2)[nH]c(=O)c1C,17,4,1.2,9,6,1.1,1,0
Cc1cc(NC(=O)c2ccccc2Cl)c(C(C)C)cc1O,-1,-18,0.9,32,4,1.0,0,0
NN1C(=O)/C(=C2/Sc3ccccc3N2CCCS(=O)(=O)O)SC1=S,7,24,1.2,-8,3,0.8,-45,-2
CCCc1n[nH]c2c1/C(=N\O)CCC2,-9,-1,1.1,28,-8,0.5,0,1
COc1ccc(-n2c(=O)cc(N3CCCCCC3)[nH]c2=O)cc1,-6,-10,0.95,24,3,-1.5,0,2
CC(C)(C)N1[C@@H](CC(=O)O)c2cc(C(F)(F)F)ccc2S1(=O)=O,0,-10,0.98,5,3,0.4,3,4
CN(C)C(=O)CCc1ccc2c3c([nH]c2c1)[C@]1(CCC2CCCC2)[C@@H](C(=O)N2CCOCC2)C[C@H](CC(=O)NCCC2=CCCCC2)C(=O)N1CC3,.,16,.,1,-12,-1.1,-2,3
O=C(O)C1(c2ccccc2)CCN(S(=O)(=O)c2cccc(Cl)c2)CC1,-7,-30,0.99,18,4,-0.5,2,-1
COc1ccc(CCNC(=O)CSc2nc3[nH]ncc3c(=O)n2-c2ccc(Cl)cc2Cl)cc1OC,1,48,1.3,9,-8,0.5,1,-1
COc1cc(C(=O)NCc2cccc(Cl)c2)ccc1OCC(=O)N1CCOCC1,-3,2,1,16,-10,-0.5,1,-1
Cc1c(NC(=O)CSc2ncnc3ccccc23)c(=O)n(-c2ccccc2)n1C,-6,-5,1.1,12,-1,0.1,-6,-2
O=C(Cc1c(Cl)cccc1Cl)OCC(=O)c1ccc[nH]1,.,16,.,-1,.,3.0,-7,.
COc1ccccc1NC(=O)N1CCCC1C(=O)NC1CCCCC1 (stereo not drawn),-10,-9,1.2,12,-5,0.3,3,0
COc1ccc(C(=O)C(C)OC(=O)CCN2C(=O)C3CC=CCC3C2=O)cc1 (stereo not drawn),1,2,0.93,10,1,0.2,1,-2
O=C(NC(=S)Nc1cccc(O)c1)c1ccco1,-2,10,1.1,8,-1,0.3,-2,2
NC(=S)N/N=C/c1ccc(-c2ccc(SC(F)F)cc2)o1,-7,14,0.85,-422,-15,7.9,-41,-6
CC1Cc2cc(C(=O)O)ccc2O1 (stereo not drawn),-3,-10,1.1,16,-5,-1.2,0,-1
Fc1cnc(N2CCN(c3ccccc3)CC2)nc1N1CCN(c2ccccc2)CC1,-8,10,0.99,5,2,17,0,2
CCC1(c2ccccc2)NC(=O)N(CC(=O)Nc2ccc3c(c2)OCO3)C1=O (stereo not drawn),-10,-1,0.88,28,9,-0.1,0,-2
COC(=O)C1C2C=CC3(CN(CCc4ccccc4)C(=O)C13)O2 (stereo not drawn),-1,6,1,19,-5,0.9,0,0
CCCN(CC(=O)Nc1ccccc1OC)C(=O)c1ccncc1,-17,-6,0.88,14,-1,0.2,1,1
Cc1ccc(S(=O)(=O)Oc2ccccc2N2C(=O)C3CC=CCC3C2=O)cc1 (stereo not drawn),-6,8,1.2,22,5,3.1,3,-1
COc1ccc(C(C2C(=O)CC(C)(C)CC2=O)C2C(=O)CC(C)(C)CC2=O)cc1COCC(F)(F)F,11,10,0.85,16,8,5.1,0,13*
COc1cc(C2Nc3cc(Cl)c(S(N)(=O)=O)cc3S(=O)(=O)N2)ccc1OCc1ccccc1 (stereo not drawn),34,11,1.1,9,84*,-1.7,0,5
Cc1cccc([C@@H]2[C@@H]3C(=O)N(Cc4ccccc4)C(=O)[C@@H]3[C@]3(CC(C)C)C(=O)N(c4cccc(Br)c4)C(=O)N23)c1,3,7,1,19,-13,0.9,2,-4
O=C(c1ccc(OC2CCN(CCc3ccccc3)CC2)cc1)N1CCCC(O)C1 (stereo not drawn),-12,-2,0.87,4,0,-1.7,1,1
COc1ccc(C(=O)COC(=O)c2cc(S(=O)(=O)N3CCCCC3)ccc2N2CCOCC2)c(OC)c1,-7,11,0.96,0,-7,-1.5,3,2
COc1ccc(CNC(=O)c2ccccc2SCC(=O)NCc2ccco2)cc1,-11,-12,0.8,14,10,-0.3,1,2
CCOC(=O)C1CCCN(C(=O)c2ccc(S(=O)(=O)NCc3ccco3)cc2)C1 (stereo not drawn),-14,5,0.94,1,4,0.6,2,2
CCCCCCCCNC(=O)c1cnccn1,-25,-8,0.88,5,-5,0.9,-1,1
c1ccc(OCc2nc(-c3cccs3)no2)cc1,19,-4,1.1,13,-5,-0.4,4,1
NS(=O)(=O)c1ccc(NC(=O)CSc2ncccn2)cc1,-15,-7,1.1,21,0,0.5,-11,-3
CCOc1ccc(CCNC(=O)c2ccc(CS(=O)Cc3cccc(Cl)c3)o2)cc1 (stereo not drawn),1,12,1.1,12,2,-1.8,1,-3
COc1ccc(-c2cn(-c3ccccc3)nc2C(=O)O)cc1OC,3,4,0.83,7,1,0.0,1,-2
COC(=O)CCn1nnc(-c2ccc(C)cc2)n1,-30,-1,1.1,12,-5,-1.0,1,-1
# Further results follow:
SMILES,SENP6 inh,PfG6PD inh,hIAP activ,SENP8 inh,ATG4B inh,MPTP block,SENP1 FRET inh,NR3A LBD binder
Nc1ccc(Nc2ccc([N+](=O)[O-])cc2[N+](=O)[O-])cc1,3,11,0.9,31,-8,1.3,0,-1
CCc1cccc(CC)c1NC(=O)c1ccccc1,-11,-1,0.84,2,-8,0.3,3,0
COc1ccc(CN(C)C(C)C(=O)Nc2cccc3ccccc23)cc1 (stereo not drawn),-21,-15,1,6,-6,2.3,-3,-1
C/C(=N\NC(=O)c1ccc(CSc2nncn2C)cc1)c1ccc2ccccc2c1,-21,-8,0.97,3,-8,2.9,2,0
O=C(N/N=C/c1ccc(O)c(O)c1)c1cccc(S(=O)(=O)N2CCCC2)c1,-12,-7,0.96,-2,-9,2.4,2,2
COc1ccc(/C=N/NC(=S)Nc2c(C)n(C)n(-c3ccccc3)c2=O)cc1OC,-19,-18,0.99,10,3,-1.0,2,0
Oc1c(Br)cc(Br)cc1CNc1ccccn1,3,8,0.94,34,17,11,2,-5
COc1ccc(S(=O)(=O)N2CCCCCC2)cc1NC(=O)c1c2c(nc3ccccc13)CCN(Cc1ccccc1)C2,-5,2,0.86,-2,-16,1.6,-5,-2
Cn1c(=O)cc(SCC(=O)N2CCN(c3ccccc3)CC2)c2ccccc21,1,14,1.1,21,-21,0.4,-1,1
Cc1oc2cc3oc(=O)ccc3cc2c1C,-4,2,1.2,-248,-3,-0.5,-5,5

# Brought forward from above: five entries; new compounds follow.
SMILES,SENP6 inh,PfG6PD inh,hIAP activ,SENP8 inh,ATG4B inh,MPTP block,SENP1 FRET inh,NR3A LBD binder
COc1ccc(/C=N/NC(=S)Nc2c(C)n(C)n(-c3ccccc3)c2=O)cc1OC,-19,-18,0.99,10,3,-1.0,2,0
Oc1c(Br)cc(Br)cc1CNc1ccccn1,3,8,0.94,34,17,11,2,-5
COc1ccc(S(=O)(=O)N2CCCCCC2)cc1NC(=O)c1c2c(nc3ccccc13)CCN(Cc1ccccc1)C2,-5,2,0.86,-2,-16,1.6,-5,-2
Cn1c(=O)cc(SCC(=O)N2CCN(c3ccccc3)CC2)c2ccccc21,1,14,1.1,21,-21,0.4,-1,1
Cc1oc2cc3oc(=O)ccc3cc2c1C,-4,2,1.2,-248,-3,-0.5,-5,5
Cc1[nH]nc(-c2ccc(O)c(C)c2O)c1-c1cnn(-c2ccccc2)c1,8,-37,1.2,27,-6,-1.0,-1,-5
Clc1ccc(OCCCN2CCc3ccccc3C2)c(Br)c1,10,13,0.88,7,5,2.1,1,7
COc1cc(-c2nc(Cc3ccccc3Cl)no2)cc(OC)c1OC,-17,3,0.94,2,6,-1.1,0,-1
CCCCNC(=O)N1CCN(Cc2cccc(F)c2)CC1,-24,-14,0.69,8,3,-1.0,1,-1
CN1CCN(S(=O)(=O)c2ccc(Cl)c(C(F)(F)F)c2)CC1,.,6,.,12,-6,1.5,-1,0
O=C(N/N=C/c1cccc(Oc2ccc([N+](=O)[O-])cc2[N+](=O)[O-])c1)c1cncc(Br)c1,3,98*,0.93,22,-8,12,1,4
Cc1ccc(NC(=O)CN2C(=O)C(C)Oc3ccccc32)nc1 (stereo not drawn),2,-2,0.9,5,0,-0.6,-1,0
COc1cc(OC)c(/C=N/NC(=O)COc2cccc3cccnc23)c(OC)c1,-3,-9,1,11,-13,2.4,2,0
Cc1cccc(CC(=O)N2CCN(C(=O)c3ccco3)CC2)c1,12,-7,0.86,14,-3,1.3,0,-1
COc1ccccc1NC(=S)N1CCC(C(=O)c2ccc(F)cc2)CC1,-18,-3,0.81,18,1,1.1,6,-12
O=C(/C=C/c1ccc(Cl)cc1)Nc1ccc(N2CCOCC2)cc1,3,-9,0.9,28,5,2.5,2,-13
Cc1cccnc1NC(=O)Cn1nc(C)c([N+](=O)[O-])c1C,-2,-4,0.91,14,-8,-2.1,1,0
C/C(=N\NC(=O)c1nnn(-c2nonc2N)c1CN(C)c1ccccc1)c1cccnc1,-6,40,1.1,12,-12,-0.2,2,-3
CC(C)CC(=O)Nc1nnc(SCC(=O)NC2CCCCC2)s1,5,-3,1.2,11,-6,-0.8,0,-1
O=C(c1ccccc1F)N1CCN(c2ccc([N+](=O)[O-])c3ncccc23)CC1,8,2,0.99,11,-7,0.7,0,-9
Cc1ccc(S(=O)(=O)CC(=O)Nc2nnc(C(C)(C)C)s2)cc1,9,-10,0.98,4,-7,0.0,1,0
